Kir21 inh = blocks the mouse Kir2.1 inward-rectifier potassium channel | P35561 | HEK293-Kir2.1, FluxOR thallium flux fluorescence; active compounds read low | B-score at 10 µM | actives 0.85% (n = 310,000) | AID 1672;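 active = fluorescence ratio B-score at or below minus 3 SD of library scores, with starting-brightness B-score within 2 SD, cut at about -4.2 in these data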;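 note: channel flux triggered by added potassium and thallium sulfate stimulus; B-score of peak minus minimum fluorescence over baseline after thallium stimulus; more negative B-score means stronger Kir2.1 block with less thallium influx; some compounds called inactive have numbers as strong as hits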
Target sequence (P35561 whole entry, looked up): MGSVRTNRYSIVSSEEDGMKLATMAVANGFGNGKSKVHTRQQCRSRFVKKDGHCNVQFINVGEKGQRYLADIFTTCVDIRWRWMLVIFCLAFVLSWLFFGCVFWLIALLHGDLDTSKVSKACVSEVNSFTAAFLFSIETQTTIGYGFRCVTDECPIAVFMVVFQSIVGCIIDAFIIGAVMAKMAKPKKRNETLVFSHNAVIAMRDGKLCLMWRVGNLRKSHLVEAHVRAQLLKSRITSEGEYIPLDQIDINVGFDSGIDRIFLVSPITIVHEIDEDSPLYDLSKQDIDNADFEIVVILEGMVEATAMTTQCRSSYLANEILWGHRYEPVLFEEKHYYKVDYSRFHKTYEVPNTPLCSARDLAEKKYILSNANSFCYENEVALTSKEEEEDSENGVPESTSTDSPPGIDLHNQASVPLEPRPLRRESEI
STK33 inh = inhibitors of human STK33 kinase; Q9BYT3; AID 2661; actives 0.073% (n = 320,000); inhibition, % at 10 µM; purified STK33, MBP phosphorylation, ADP-Glo luminescence;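 active = inhibition at or above 25%, using the most active replicate where run in duplicate; inactive = inhibition below 25%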
Target sequence (Q9BYT3 whole entry, looked up): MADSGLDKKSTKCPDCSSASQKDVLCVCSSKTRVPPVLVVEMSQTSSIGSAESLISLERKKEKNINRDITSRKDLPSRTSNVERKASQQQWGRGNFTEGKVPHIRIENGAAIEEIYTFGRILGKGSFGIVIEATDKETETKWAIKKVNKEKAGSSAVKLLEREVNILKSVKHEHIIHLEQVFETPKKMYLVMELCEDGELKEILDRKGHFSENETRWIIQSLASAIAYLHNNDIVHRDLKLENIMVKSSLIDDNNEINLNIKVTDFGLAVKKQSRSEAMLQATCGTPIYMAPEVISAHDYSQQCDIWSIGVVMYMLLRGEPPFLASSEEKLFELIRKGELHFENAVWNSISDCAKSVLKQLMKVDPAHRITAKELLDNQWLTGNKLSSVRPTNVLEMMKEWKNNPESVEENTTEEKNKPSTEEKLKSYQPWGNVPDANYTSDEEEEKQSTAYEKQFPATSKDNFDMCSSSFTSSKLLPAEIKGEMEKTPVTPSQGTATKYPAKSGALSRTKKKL
* hit, by the source's call; nt = not tested or not shown. This is a random part of the collection; 0.84% or so of the library scored in one or more.

Below each compound: Kir21 inh | STK33 inh
1	O=C(Nc1cccc([N+](=O)[O-])c1)N1CCc2ccccc2C1
 : 0.05 | 0.5
2	COc1ccc(S(=O)(=O)N2CCCC(C(=O)N3CCOCC3)C2)cc1Cl (stereo not drawn)
 : 0.09 | -0.3
3	Cc1c(NC(=O)CN2C(=O)NC3(CCCC3)C2=O)c(=O)n(-c2ccccc2)n1C
 : 0.81 | -0.8
4	O=C(CNCc1ccccn1)N1CCc2ccccc2C1
 : 0.49 | -0.3
5	CCN(CC)S(=O)(=O)c1ccc(C)c(NC(=O)CN(C)C)c1
 : 0.62 | -0.2
6	Brc1ccc(C2=Nn3c(nnc3-c3cccnc3)SC2)s1
 : -0.91 | 1.0
7	COc1ccc(CN(C(=O)c2snc(C(N)=O)c2N)C(C(=O)NC2CCCC2)c2ccc(OC)cc2)cc1 (stereo not drawn)
 : -0.23 | 0.0
8	CC1(C)CC(=O)C=C(c2cc3ccccc3s2)C1
 : 0.68 | 0.3
9	Cc1onc(-c2ccccc2Cl)c1C(=O)NCc1nnnn1-c1ccc(F)cc1
 : -0.77 | -2.1
10	CCN(CC(=O)Nc1cccc(OC)c1)CC(=O)Nc1ccc(C)cc1Cl
 : -2.9 | -1.4
11	CCOc1ccc(C(CC(=O)O)NC(=O)C(Sc2ccccc2)c2ccccc2)cc1 (stereo not drawn)
 : 0.74 | 0.9
12	C=CCn1cnnc1SCC(=O)N(C1CCCCC1)C1CCS(=O)(=O)C1 (stereo not drawn)
 : nt | -1.8
13	NC(=O)c1c(NC(=O)C2CCCO2)sc2c1CCC2 (stereo not drawn)
 : -0.14 | 0.7
14	Cc1ccc2cc(C)c3nnc(SCc4ccc(C(=O)O)cc4)n3c2c1C
 : -0.34 | -1.6
15	Cc1ccc(-n2nc3c(=O)n(CCCC(=O)N4CCC(C(N)=O)CC4)nc(C)c3c2C)cc1
 : -0.05 | 0.1
16	COc1cc(NCCCCCCCN)c2ncccc2c1
 : -3.2 | 3.3
17	CCOc1cc(C(=O)NCC(C)(C)CNC(=O)c2cc(OCC)c(OCC)c(OCC)c2)cc(OCC)c1OCC
 : 0.71 | -3.6
18	CCO[C@@H]1OC(C(=O)NCc2ccccc2)=C[C@H](c2ccc3c(c2)OCO3)[C@H]1CCCO
 : 0.57 | -2.0
19	N#CCC(=O)c1ccccc1Oc1ccc(Cl)cc1
 : -0.1 | -1.2
20	O=C1CN(C(=O)COC(=O)c2ccccc2O)c2ccccc2N1
 : -0.02 | -3.3
21	O=C(Cn1c(=O)oc2ccccc21)Nc1ccc(Cl)cc1Cl
 : -0.99 | -0.9
22	O=C(O)c1cc(-c2ccccc2)n(-c2ccccc2)n1
 : 0.36 | -0.8
23	CCCC(=O)N(c1ccc2oc(=O)sc2c1)S(=O)(=O)c1ccccc1
 : 0.5 | -0.5
24	Cc1cccc(NC(=S)N2CCC(C(=O)c3ccc(F)cc3)CC2)c1C
 : 0.17 | -0.8
25	Cc1nc(C#N)c(N/N=C/c2cccc(Cl)c2)o1
 : -0.28 | 4.3
26	O=C(Nc1ccccc1)c1ccc2ccccc2n1
 : 2.1 | -0.2
27	CC1(C2CC2)NC(=O)N(CC(=O)Nc2ccc(C(F)(F)F)cc2)C1=O (stereo not drawn)
 : nt | 1.3
28	COc1ccc(-c2cccc(C3CC=CC4C3C(=O)N(Cc3ccccc3)C4c3ccc4ccccc4c3)c2)cc1 (stereo not drawn)
 : -0.69 | -0.8
29	Cc1cccc(NC(=O)c2cc3n(n2)C(C(F)(F)F)CC(c2ccc4c(c2)OCO4)N3)c1 (stereo not drawn)
 : 3 | -1.5
30	O=C(CSC1=NS(=O)(=O)c2ccccc2N1)Nc1cccc(F)c1
 : 0.61 | nt
31	COc1ccc(NC2CCCN(C(=O)c3oc(C)cc3C)C2)cc1OC (stereo not drawn)
 : 0.63 | -0.9
32	O=C(COc1ccccc1Cl)c1ccc[nH]1
 : 0.1 | 1.6
33	O=S(=O)(NCc1ccccc1)c1ccc(S(=O)(=O)N(Cc2ccccn2)Cc2ccco2)cc1
 : -3.2 | 0.4
34	CC(C)c1ccc(C(=O)NCCCN2CCN(CCCNC(=O)c3ccc(C(C)C)cc3)CC2)cc1
 : 0.02 | -0.7
35	Cc1nn2c(N3CCN(C4CCCC4)CC3)cc(C(C)(C)C)nc2c1-c1ccccc1
 : -0.38 | -0.4
36	Cc1cc(OCC(=O)OCC(=O)c2c(N)n(C)c(=O)n(C)c2=O)ccc1Cl
 : nt | -1.0
37	COc1ccccc1N1C(=O)[C@@H]2C(C(=O)CN3C(=O)c4ccccc4C3=O)=NN[C@@H]2C1=O
 : 0.03 | 0.9
38	COc1ccc2c(c1)c(=O)oc1cc3occ(C(C)(C)C)c3cc12
 : 0.23 | -2.0
39	CCOC(=O)c1cnn(-c2ccc(F)cc2)c1N
 : -0.01 | 0.0
40	COC1=Cc2c(ccc3ccc(=O)oc23)OC1(C)C
 : -0.12 | 0.1
41	O=C(Cn1c(=O)n(CCCCC(=O)NC2CCCC2)c(=O)c2ccccc21)NCCC1=CCCCC1
 : -0.97 | 1.5
42	Cc1cccc(-n2[nH]c(C)c(C=Nc3ccc4[nH]c(=O)[nH]c4c3)c2=O)c1
 : 1 | -1.6
43	COC(=O)c1cc(-c2c(C)nn(-c3ccccc3)c2C)n[nH]1
 : -0.02 | -0.4
44	CCN(c1ccccc1)S(=O)(=O)c1cc2c(cc1C)n(C)c(=O)c(=O)n2C
 : -1.2 | -0.8
45	Cc1ccc(C)c(NC(=O)C2CCCC2)c1
 : -0.42 | -1.7
46	CCCCCCCn1c(=O)c(C(=O)OC)c(N)c2ccccc21
 : 0.88 | 0.8
47	CC(CNC(=O)Cn1ccc(NC(=O)OCc2ccccc2)nc1=O)c1ccccc1 (stereo not drawn)
 : nt | -0.7
48	COc1ccc2c(c1)CCc1c(C(=O)Nc3cc(C)n(Cc4ccc(Cl)cc4)n3)noc1-2
 : -0.4 | 0.0
49	COc1ccc(COC(=O)CCNC(=O)c2ccc(Cl)cc2)cc1
 : -0.69 | -1.4
50	O=[N+]([O-])c1cc(S(=O)(=O)N2CCOCC2)ccc1NS(=O)(=O)c1ccccc1
 : nt | -1.7

Record cards, from the list above. Order of screens: Kir21 inh | STK33 inh
`COc1ccccc1N1C(=O)[C@@H]2C(C(=O)CN3C(=O)c4ccccc4C3=O)=NN[C@@H]2C1=O` as listed: 0.03 | 0.9
`Cc1nc(C#N)c(N/N=C/c2cccc(Cl)c2)o1` as listed: -0.28 | 4.3

Random excerpt: 5 compounds from above
Below each compound: Kir21 inh | STK33 inh
13	NC(=O)c1c(NC(=O)C2CCCO2)sc2c1CCC2 (stereo not drawn)
 : -0.14 | 0.7
9	Cc1onc(-c2ccccc2Cl)c1C(=O)NCc1nnnn1-c1ccc(F)cc1
 : -0.77 | -2.1
40	COC1=Cc2c(ccc3ccc(=O)oc23)OC1(C)C
 : -0.12 | 0.1
44	CCN(c1ccccc1)S(=O)(=O)c1cc2c(cc1C)n(C)c(=O)c(=O)n2C
 : -1.2 | -0.8
1	O=C(Nc1cccc([N+](=O)[O-])c1)N1CCc2ccccc2C1
 : 0.05 | 0.5

Next structures.
Below each compound: Kir21 inh | STK33 inh
51	Nc1nc(CSc2ncccn2)nc(Nc2ccccc2)n1
 : 0.43 | 0.1
52	O=C(Nc1cccc(NC(=O)c2ccc(Cl)cc2)n1)c1ccc(Cl)cc1
 : 1.2 | -2.0
53	COC(=O)c1c(C)[nH]c(C(=O)NCCc2ccc(S(N)(=O)=O)cc2)c1C
 : -0.02 | 0.5
54	CN1CCc2cc(O)c(O)cc2C(c2ccccc2)C1 (stereo not drawn)
 : nt | 1.6
55	COc1cccc(CC(=S)N2CCOCC2)c1
 : -0.07 | -2.6
56	Clc1ccc(C2CC(c3cccs3)n3ncnc3N2)cc1 (stereo not drawn)
 : 0.06 | -1.2
57	CCc1ccc(CN2C(=O)c3ccccc3C2C(=O)NCc2cccnc2)cc1 (stereo not drawn)
 : -0.5 | -0.9
58	COc1cc(O)oc1C=Nc1ccc(Cl)cc1
 : -0.02 | -0.4
59	COCc1cc(=O)[nH]c(/N=C(\N)Nc2cccc(Cl)c2)n1
 : 0.7 | -1.0
60	Cc1cc(NC(=O)c2cc(CC(C)C)on2)n(-c2ccccc2)n1
 : -0.39 | 0.5
61	Cc1cc(=O)oc2cc(OCC(=O)NC3CCCC3)ccc12
 : -1.1 | -1.2
62	CCC1Sc2ccc(S(=O)(=O)CCC(=O)NCc3cccs3)cc2NC1=O (stereo not drawn)
 : 0.02 | -1.4
63	CCOC(=O)c1ccc(N/C=C/C(=O)c2ccc(OC)cc2)cc1
 : -1.2 | -0.6
64	COc1ccc(/C=N/NC(=O)CN2CCCC2)cc1
 : -0.01 | -0.2
65	O=C(NCC1CCCO1)c1ccccc1NS(=O)(=O)c1cccc([N+](=O)[O-])c1 (stereo not drawn)
 : nt | 0.0
66	CCOC(=O)C1(CCOc2ccccc2)CCN(Cc2cnc(C)s2)CC1
 : -1.9 | nt
67	COc1cc(C2NC(=O)CS2)cc(OC)c1OC (stereo not drawn)
 : -0.13 | -0.2
68	COCC(=O)NC1CCN(CC(=O)Nc2ccccc2[N+](=O)[O-])CC1
 : -0.71 | -0.2
69	O=c1c2ccccc2nnn1CCN1CCOCC1
 : -0.45 | -2.3
70	CSc1cccc(NC(=O)Nc2nc3c(C)cccc3s2)c1
 : -0.7 | 3.1
71	OCCCNC(=S)Nc1ccc(Oc2ccccc2)cc1
 : -0.12 | -0.7
72	Clc1ccsc1-c1ccc2ccccc2n1
 : 0.21 | 0.5
73	Cc1cc(C)cc(OCC(=O)OCC(=O)N(CC(C)C)c2c(N)n(Cc3ccccc3)c(=O)[nH]c2=O)c1
 : -2 | -0.6
74	Cc1cccc(-c2c3c(=O)n(C)c(=O)n(C)c3cn2CCO)c1
 : 1.2 | -0.6
75	CC(=O)C1=C(C)NC(SCC(=O)c2ccc(F)cc2)=C(C#N)C1CC(C)C (stereo not drawn)
 : -3.8 | 0.4
76	Cc1ncc([N+](=O)[O-])n1CCOC(=O)Nc1ccc([N+](=O)[O-])cc1
 : 1.6 | -0.7
77	COc1cc(/C=N/NC(=O)CCn2cnc(-c3ccccc3)c2-c2ccccc2)ccc1O
 : 0.02 | 0.3
78	Cc1ccnc(NC(=O)c2ccccc2NC(=O)c2ccccc2)c1
 : 2.2 | 3.9
79	O=[N+]([O-])c1nn(-c2ccc3c(c2)OCCO3)n(O)c1=NCCC1=CCCCC1
 : 1.1 | -0.5
80	O=C(Nc1ccc(-c2nc3ccccc3c(=O)o2)cc1)c1ccco1
 : -1.5 | 0.1
81	Cc1ccccc1C(=O)NC1CCN(CC(=O)Nc2nccs2)CC1
 : 0.48 | -0.4
82	COc1cccc(/C=N/NC(=O)CCc2ccccc2)c1
 : 1.1 | -2.0
83	O=C(CN1C(=O)c2ccccc2S1(=O)=O)NCc1c(F)cccc1F
 : 0.5 | -1.2
84	CCc1nc(N2CCC(C)CC2)c2oc3ccccc3c2n1
 : -0.88 | -0.3
85	Cc1ccc(S(=O)(=O)N2CCN(C(=O)c3ccccc3)CC2)cc1
 : -0.05 | -2.2
86	O=C1CC(c2ccccc2)CC(O)=C1C=Nc1ccc(O)cc1 (stereo not drawn)
 : -0.01 | 0.3
87	CC(C)N(O)C(=O)NC(C)(C)C
 : 1.2 | -0.1
88	CCC1(C)CC(=O)N(c2ccc(F)c(Cl)c2)C(=O)C1
 : 1.5 | -0.4
89	COc1ccc(N(CC(=O)Nc2ccccc2OC)S(=O)(=O)c2ccc(OC)c(OC)c2)cc1
 : 0 | -2.1
90	COc1ccc(S(=O)(=O)N2CCN(C)CC2)cc1Br
 : 0.22 | -0.9
91	COc1ccc(/C=N/Nc2c(Cl)cc(Cl)cc2Cl)cc1CN1CCOCC1
 : -0.62 | -0.1
92	COc1ccc(-c2noc(CSc3nc4ccccc4c(=O)n3-c3ccc(C)cc3)n2)cc1
 : 1.5 | -0.7
93	O=C(Nc1ccc(N2CCN(C(=O)c3ccco3)CC2)c(Cl)c1)c1cc2ccccc2o1
 : 0.62 | -0.4
94	O=C(Nc1ccc([N+](=O)[O-])cc1)N1CCN(C(=O)C2CCCO2)CC1 (stereo not drawn)
 : 0.08 | -1.1
95	Oc1ccc(/C=C/c2ccc3cccc(O)c3n2)cc1Br
 : 0.75 | 0.2
96	Cc1nnc(SCC(=O)NCc2ccc(F)cc2)[nH]c1=O
 : 0.12 | 0.1
97	CCOc1ccc(NC(=O)CN(C)c2ccc(S(=O)(=O)N(C(C)C)C(C)C)cn2)cc1OCC
 : 1.6 | -0.9
98	O=C(NN1CCOCC1)c1ccc(F)cc1
 : -0.68 | -3.3
99	Cc1cccc2c1OCC/C2=N\NC(=O)COc1ccccc1
 : -0.03 | -0.6
100	CC(C)(C)C(=O)[C@H]1[C@H](c2ccccc2)[C@@]2(N=C(c3ccccc3)OC2=O)C2c3ccccc3C=NN21 (stereo partly drawn)
 : -0.52 | -0.1

(listing goes on)
Below each compound: Kir21 inh | STK33 inh
101	CCc1ccc(OCC(=O)NNC(=O)Cc2ccc(S(=O)(=O)N3CCOCC3)s2)cc1
 : 0.02 | -0.3
102	O=S(=O)(c1ccc(Oc2ccc(-c3nnco3)cc2)nc1)N1CCC(Cc2ccccc2)CC1
 : -0.84 | -0.5
103	CCCS(=O)(=O)N1CCC(C(=O)NCCCN2CCCC2=O)CC1
 : nt | -0.2
104	CCOc1ccc2nc(SCC(=O)N(C)C)[nH]c2c1
 : 0.02 | -0.5
105	CC1CCCCC12NC(=O)N(CC(=O)Nc1sccc1C(N)=O)C2=O (stereo not drawn)
 : nt | -0.2
106	O=C(Nc1ccc(N2CCN(c3ccc(O)cc3)CC2)cc1)Oc1ccccc1
 : -2.5 | -0.7
107	CCN1CCN(c2ccc(Cl)cc2NC(=O)c2ccc(-n3nc(C)cc3C)cc2)CC1
 : nt | -1.3
108	CCn1cc(C(=O)N2CCN(c3ccc(OC)cc3)CC2)c2cc(OC)c(OC)cc2c1=O
 : 0.34 | -0.2
109	O=C(CCCOc1ccc(Cl)cc1Cl)N1CCN(c2ccccn2)CC1
 : -2.4 | -1.4

Screening data: PubChem, several laboratories
